TRPV1 agonist: human TRPV1 agonism. TRPV1-expressing cells, Fluo-8 calcium influx, agonist mode. Q8NER1. 320,000 tested, 0.19% active. activation, % at 8.33 µM; in the data active = activation above about 80%; inconclusive = between about 30% and that limit; note: 0% is about no effect
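Fluo-8 calcium influx in TRPV1-expressing cells, kinetic read (ex 480/em 520 nm). Compound added and read 3 min for agonist activity, followed by capsaicin at EC20 final and 2 min further read for enhancement.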
USP2a inh: blocks human ubiquitin-specific protease USP2a; Potency, µM (highest dose often 38.3 µM), for the others: at the highest dose activity change, negative = inhibition, actives largely listed as inhibitors; 330,000 tested, 0.01% active; USP2 core, Ub-CHOP2 coupled fluorogenic reporter, 485/531; AID 463254; O75604;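 note: potency is the fitted concentration of half-maximal effect; plate controls were DMSO wells for no effect and full inhibition by NEM control for full effect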
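Cell-free coupled assay: 10nM USP2 core preincubated 30min RT with compound in Tris-HCl pH 8.0/CaCl2/CHAPS buffer, then 25nM Ub-CHOP2 and 25nM reporter substrate; fluorescence (Ex 485/Em 531) read after 60min RT, normalized to NEM inhibition, concentration-response curves fitted.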
uPA generation: inhibitors of cell surface uPA generation; cell surface uPA generation assay, qHTS; Potency, µM (titrated, usually from 38.3 µM), without a hit: at the highest dose activity change, negative = inhibition, most hits filed as inhibitors; 330,000 tested, 0.31% active; AID 540303; active = well fitted inhibition curve with a large enough effect; inconclusive = small, poorly fitted or top-dose-only effect; inactive = no such curve, though single readings can be large or run the other way; tested in mouse RAW 264.7 cells; note: potency is the fitted concentration of half-maximal effect; % is set by controls: 0 for no effect and ±100 for the full control effect; nearly all actives have a fitted effect of over 55% in size
Eya2 inh: Eya2 (human) phosphatase inhibition. recombinant Eya2, OMFP fluorescence dephosphorylation (OMFP is methylfluorescein phosphate). Potency, µM (titrated, usually from 76.9 µM), inactives show top-dose activity, negative = inhibition, actives largely listed as inhibitors. 330,000 tested, 0.006% active. AID 488837; note: potency is the fitted concentration of half-maximal effect; % is set by controls: 0 for no effect and ±100 for the full control effect
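Eya2 protein (added as 0.2 uM solution) was preincubated with compound for 10 min at ambient temperature in 50 mM HEPES pH 7.5, 50 mM NaCl, 5 uM MgCl2, 0.05% BSA, 1 mM DTT. OMFP (added at 50 uM) then reacted 10 min; fluorescence read at 485/525 nm.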
S-ASM inh: inhibitors of human secretory acid sphingomyelinase; P17405; placental ASM, HMU-PC fluorogenic substrate, 60 min; Potency, µM (highest dose often 57.5 µM), for the others: at the highest dose activity change, negative = inhibition, hits mostly inhibitors; 340,000 tested, 0.006% active; note: potency is the fitted concentration of half-maximal effect
Target sequence (P17405 47-631 limits assumed): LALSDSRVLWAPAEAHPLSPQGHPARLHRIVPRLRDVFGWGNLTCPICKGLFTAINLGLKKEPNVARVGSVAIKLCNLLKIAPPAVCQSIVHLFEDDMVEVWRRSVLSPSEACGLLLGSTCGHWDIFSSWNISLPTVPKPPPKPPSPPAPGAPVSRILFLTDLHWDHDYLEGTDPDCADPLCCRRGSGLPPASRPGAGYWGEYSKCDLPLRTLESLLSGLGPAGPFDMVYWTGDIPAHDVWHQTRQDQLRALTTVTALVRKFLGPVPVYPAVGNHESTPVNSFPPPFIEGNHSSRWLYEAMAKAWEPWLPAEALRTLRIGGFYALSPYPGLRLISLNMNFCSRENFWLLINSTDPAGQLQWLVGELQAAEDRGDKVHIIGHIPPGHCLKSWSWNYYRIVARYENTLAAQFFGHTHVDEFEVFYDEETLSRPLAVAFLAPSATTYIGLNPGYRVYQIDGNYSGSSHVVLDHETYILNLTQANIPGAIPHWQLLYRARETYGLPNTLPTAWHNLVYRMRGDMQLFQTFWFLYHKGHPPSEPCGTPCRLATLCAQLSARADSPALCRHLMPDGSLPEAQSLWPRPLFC
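Human placenta-derived ASM enzyme was preincubated with compound for 10 minutes at room temperature, then given fluorogenic substrate HMU-PC0 (9 uM final) for 60 minutes at 37 °C; a pH 10 stop preceded fluorescence reading at Ex 386/Em 447 nm.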
B2AR arrestin: beta2AR (human) beta-arrestin recruitment activity; P07550; beta-arrestin recruitment to beta2AR, cell-based reporter; Potency, µM (series often up to 46.1 µM), without a hit: top-dose activation, usual class: activators; 330,000 tested, 0.02% active;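 note: potency is the fitted concentration of half-maximal effect; 0% = DMSO controls and full agonism = EC100 isoproterenol or metaproterenol; nearly all actives have a fitted effect of over 65% in size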
ELG1 genotoxic: induces genotoxicity in HEK293T cells with luciferase-tagged ELG1; HEK293T ELG1-luciferase reporter, luminescence, 16 h; Potency, µM (series often up to 46 µM), for the others: top-dose activity change, positive = activation, usual class: activators; 330,000 tested, 1.3% active; AID 504466; note: potency is the fitted concentration of half-maximal effect; % of control where 0% means no effect; nearly all actives have a fitted effect of over 60% in size
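DMSO vehicle served as control against compound-treated ELG1-luciferase HEK293T cells; exposure lasted 16 hr at 37 °C and 5% CO2, followed by ONE-Glo luminescence detection after 30 min.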
PTAP TSG101 blk: blocks PTAP/TSG101 interaction to inhibit HIV-1 budding; Q99816; Fluorescence polarization, FITC-PTAP peptide / Tsg101 binding; Potency, µM (doses to about 115 µM), without a hit: top-dose activity change, negative = inhibition, actives largely listed as inhibitors; 340,000 tested, under 10 active; active = well fitted inhibition curve with a large enough effect in the main read-out, with a control signal flat, not every such curve was filed as active; inconclusive = small, poorly fitted or top-dose-only effect, or effect the other way, or a change in a side signal; inactive = no such curve, though single readings can be large or run the other way; note: potency is the fitted concentration of half-maximal effect; % of control where 0% means no effect
Target sequence (Q99816 whole entry, looked up): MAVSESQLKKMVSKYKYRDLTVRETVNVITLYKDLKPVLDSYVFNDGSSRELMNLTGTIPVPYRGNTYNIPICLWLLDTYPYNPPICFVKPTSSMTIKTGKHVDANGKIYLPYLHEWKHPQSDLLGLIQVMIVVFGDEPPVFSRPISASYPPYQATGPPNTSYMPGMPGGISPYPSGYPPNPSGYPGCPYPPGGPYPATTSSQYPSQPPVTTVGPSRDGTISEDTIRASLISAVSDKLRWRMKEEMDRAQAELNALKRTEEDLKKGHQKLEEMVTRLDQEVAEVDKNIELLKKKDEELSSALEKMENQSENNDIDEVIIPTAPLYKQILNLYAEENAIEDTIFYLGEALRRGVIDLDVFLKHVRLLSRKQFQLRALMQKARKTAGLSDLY
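Fluorescence polarization binding of Tsg101 binding domain (10 uM final) to FITC-labeled PTAP peptide (50 nM final) in HEPES pH 7.5 buffer with NaCl, Tween 20, EDTA, TCEP. Compounds added before peptide; binding 20 min at RT.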
Integrin act MD: integrin-mediated muscular dystrophy alleviation activation; alpha7betagal myoblasts, beta-gal FDG fluorescence, 48 h; Potency, µM (series often up to 38.3 µM), inactives show at the highest dose activation, usual class: activators; 350,000 tested, 0.064% active; AID 624291;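 note: potency is the fitted concentration of half-maximal effect; 100% = response of the positive control SU9516; nearly all actives have a fitted effect of over 60% in size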
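alpha7betagal+/- myoblasts (passage 13, 250/well) treated 48 h at 37C with compounds at 1:260 dilution of DMSO stock. Lysed, then beta-galactosidase activity read as FDG fluorescence (ex 480/em 540) after 30 min, with pre-read for autofluorescence.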
p53 reactivation: restores transcriptional activity of mutant p53 | H1299 p53-A138V BP100-luciferase reporter, luminescence, 24 h | 320,000 tested, 0.063% active | Potency, µM (highest dose often 92.2 µM), for inactives: top-dose activity change, positive = activation, usual class: activators; note: potency is the fitted concentration of half-maximal effect; % of control where 0% means no effect; nearly all actives have a fitted effect of over 45% in size
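H1299 (p53-null), stable ts p53-A138V + BP100-Luc; 1000 cells/well, Opti-MEM/10% FBS; cpd 4 pt, 1:5; 24 h, 37 deg C, 5% CO2; detection reagent 10 min RT; luminescence.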
BRCA1 expr act: increases BRCA1 expression | MCF7-BRCA1-FFLuc reporter, luminescence, 48 h; response scale: scaled: vehicle 0%, 10 µM genistein 100% | Potency, µM (highest dose often 46.1 µM), for inactives: top-dose activation, actives largely listed as activators | 380,000 tested, 1.1% active | AID 624202; note: potency is the fitted concentration of half-maximal effect; nearly all actives have a fitted effect of over 80% in size; some results filed as inactive show a strong effect at the top dose
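First, MCF7-BRCA1-FFLuc cells (2000/well) attach for 2 h; next, compounds are pin-added and incubated 48 h at 37 °C; finally, luciferase reagent is added and luminescence read after 15 min.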
The depositor's hits bear a star; u = inconclusive; x = not tested or not shown; & = joins results of further samples; [ ] = another dose, or the depositor's remark. Unless noted, calls come from the whole dose curve; as a rule, active = well fitted curve in the direction sought with a large enough effect; inconclusive = small, poorly fitted or top-dose-only effect, or another doubt; inactive = no such curve, though single readings can be large; an effect the other way counts as inactive or inconclusive. This is a random part of the collection, and some 2.6% of all compounds hit somewhere here.

1. COc1ccc(C2CC(c3ccccc3)=NN2c2ccc(N)cc2)cc1 (stereo not given)
2. COc1cccc(OCC(O)CN2CCC(C)CC2)c1 (stereo not given)
3. Cc1ccc(SCc2ccc(C(=O)NCc3cccnc3)cc2)cc1
4. CC#CCN1c2ccccc2[C@]23C[C@@H](C(=O)OC)N(C(=O)c4cc(C)oc4C)C2=NC(C(=O)OC)=C(C(=O)OC)[C@H]13
5. Cc1c(N2C(=O)/C(=C\C3CC=CCC3)SC2=S)c(=O)n(-c2ccccc2)n1C (stereo not given)
6. CCOC(=O)C1=C(N)N2C(=O)C(C)SC2=C(C(=O)OCC)C1c1cc(OC)c(OC)c(OC)c1 (stereo not given)
7. COc1cc2c(cc1OC)C1Cc3ccc(OC)c(OC)c3CN1CC2 (stereo not given)
8. CCOC(=O)C1CCN(C(=O)c2ccc3c(c2)NC(=O)/C(=C\c2ccc(C)cc2)S3)CC1
assay / entry,1,2,3,4,5,6,7,8
TRPV1 agonist,4,-3,u,u,-3,u,1,4
USP2a inh,-1%,-1%,2%,-1%,3%,8%,0%,1%
uPA generation,-2%,4%,5%,u,-11%,6%,4%,6%
Eya2 inh,-11%,-20%,3%,2%,-9%,-8%,-10%,4%
S-ASM inh,112%[activator],4%,-3%,0%,0%,-11%,3%,-21%
B2AR arrestin,0.8%,-0.5%,0.4%,-0.4%,0.2%,-0.5%,-0.7%,-0.2%
ELG1 genotoxic,13%,1%,1%,-13%,17%,3%,-5%,0%
PTAP TSG101 blk,0%,1%,1%,1%,1%,-3%,-2%,11%
Integrin act MD,-51%[inhibitor],-17%,-26%,-46%,-25%,u,11%,0%
p53 reactivation,-6%,6%,-11%,-6%,8%,8%,4%,6%
BRCA1 expr act,-15%,-5%,-7%,-24%,-10%,4%,3%,-12%

9. COc1ccc(-c2nnc3sc(C(C)N4C(=O)c5ccccc5C4=O)nn23)cc1 (stereo not given)
10. CCc1ccccc1N(CC(=O)NCC1CCCO1)C(=O)CCC(=O)Nc1cc(C)on1 (stereo not given)
11. COc1cccc(C2OC(=O)c3ccccc3N2C(C)=O)c1OC(C)=O (stereo not given)
12. C/C(=N\NC(=O)c1ccccc1O)c1c(O)cc(C)oc1=O
13. CCC1CCCCN1CCCNC(=O)CNC(=O)c1nn(-c2ccc(OC)c(Cl)c2)c(=O)c2ccccc12 (stereo not given)
14. CCN(C1CCS(=O)(=O)C1)S(=O)(=O)c1cccc([N+](=O)[O-])c1 (stereo not given)
15. O=C(CCNS(=O)(=O)c1ccc2c(c1)CCC(=O)N2)NCc1cccnc1
16. CC1(C)C2CCC1(C)C(NC(=O)CCN1CCCCC1)C2 (stereo not given)
assay / entry,9,10,11,12,13,14,15,16
TRPV1 agonist,-2,2,1,u,0,1,2,1
USP2a inh,-9%,8%,0%,1%,0%,-1%,1%,4%
uPA generation,-5%,1%,1%,-3%,-3%,0%,3%,-2%
Eya2 inh,-13%,-4%,6%,2%,14%,0%,12%,2%
S-ASM inh,-15%,-1%,0%,24%,4%,1%,6%,5%
B2AR arrestin,-1.5%,0.0%,0.0%,-0.1%,-0.5%,-0.7%,-0.4%,-0.5%
ELG1 genotoxic,0%,-9%,8%,19%,-1%,3%,0%,2%
PTAP TSG101 blk,-1%,1%,-3%,x,-5%,1%,-4%,1%
Integrin act MD,4%,4%,-15%,-11%,-46%[inhibitor],11%,2%,32%
p53 reactivation,-1%,3%,20%,12%,-9%,13%,-2%,0%
BRCA1 expr act,14%,-6%,14%,-1%,-53%,0%,5%,-2%

17. COc1cc(C(=O)Nn2c(CC(C)C)nc3ccccc3c2=O)cc(OC)c1OC
18. COc1cc(/C=C/c2ccc3cccc(OC)c3n2)c(OC(C)=O)c([N+](=O)[O-])c1
19. Nc1ncncc1-c1ccc([N+](=O)[O-])cc1
20. CCOC(=O)CCSc1nc(C)c2ccccc2n1
21. CCCNC(=O)C(Cc1ccc(I)cc1)NC(=O)C1CC1 (stereo not given)
22. O=C(Oc1ccc(OC(=O)C2CCC2)cc1)C1CCC1
23. CCCn1c(=O)c(C(=O)N/N=C/c2ccccc2F)c(O)c2ccccc21
24. Cc1ccc(S(=O)(=O)NCCNC(=O)c2ccccc2)cc1
assay / entry,17,18,19,20,21,22,23,24
TRPV1 agonist,1,2,-3,1,u,6,1,-1
USP2a inh,1%,1%,-1%,-1%,0%,1%,2%,0%
uPA generation,5%,x,-5%,5%,8%,-24%,-1%,2%
Eya2 inh,2%,-18%,0%,8%,14%,-2%,-3%,-3%
S-ASM inh,-2%,-2%,0%,4%,7%,-2%,-1%,6%
B2AR arrestin,-0.6%,-0.2%,0.4%,-1.4%,-1.1%,-0.4%,-0.1%,0.6%
ELG1 genotoxic,-5%,-8%,-1%,u,-4%,0%,u,-3%
PTAP TSG101 blk,-1%,-12%,0%,-6%,-5%,-2%,-1%,1%
Integrin act MD,0%,0%,-3%,13%,-2%,-39%,9%,22%
p53 reactivation,x,-3%,1%,21%,-10%,u,5%,2%
BRCA1 expr act,-8%,-49%,0%,31%,-12%,-22%,29%,2%

25. CC(=O)N1CCCc2cc(S(=O)(=O)N3CCCC3)ccc21
26. O=C(Cc1c(F)cccc1Cl)NNC(=O)c1ccccc1Cl
27. COc1ccc(S(=O)(=O)N2CCOCC2)cc1N=Nc1sc(N)nc1-c1ccccc1
28. O=C(CCc1ccccc1)Nc1nccs1
29. COc1cccc(NS(=O)(=O)c2ccc(S(=O)(=O)N3CCOCC3)cc2)c1
30. CC(C)c1nc(SCC(=O)Nc2ccc(N(C)C)cc2)c2ccccc2n1
31. O=C(CSc1nc2c([nH]c3ccccc32)c(=O)n1-c1cccc(Cl)c1)N1CCOCC1
32. Cc1nn(C)c(C)c1/C=N/NC(=O)c1csc2ccccc12
assay / entry,25,26,27,28,29,30,31,32
TRPV1 agonist,1,0,-1,6,-2,13,-2,6
USP2a inh,2%,1%,3%,0%,1%,2%,2%,0%
uPA generation,-4%,6%,1%,-3%,x,u,-1%,-10%
Eya2 inh,-10%,3%,-11%,-1%,-3%,-10%,-18%,-3%
S-ASM inh,-1%,-1%,-7%,-3%,-2%,-1%,16%,0%
B2AR arrestin,0.1%,0.3%,0.0%,-0.5%,-0.3%,-0.2%,0.2%,0.2%
ELG1 genotoxic,3%,0%,8%,7%,-4%,-16%,14%,15%
PTAP TSG101 blk,-5%,-5%,-6%,-3%,-11%,-2%,-6%,-3%
Integrin act MD,20%,-42%,-3%,-11%,13%,-62%[inhibitor],-13%,13%
p53 reactivation,8%,-2%,-10%,11%,-2%,18%,-15%,17%
BRCA1 expr act,-8%,3%,-1%,-4%,-51%,-58%,0%&-41%,27%

33. CSc1ccccc1NC(=O)CN(C)CC(=O)Nc1ccccc1N1CCOCC1
34. CN(C)CCNCCCNc1c2ccccc2nc2cccc([N+](=O)[O-])c12
35. Cc1ccc(NC(=O)CCc2c(C)nn(-c3ccc(N4CCOCC4)nn3)c2C)c(C)c1
36. CN(C)c1ccc(C(=O)N/N=C/c2ccccn2)cc1
assay / entry,33,34,35,36
TRPV1 agonist,0,x,-1,13
USP2a inh,2%,x,-1%,2%
uPA generation,-3%,-8%,0%,-28%
Eya2 inh,7%,x,5%,-5%
S-ASM inh,-1%,0%,2%,3%
B2AR arrestin,-0.2%,x,0.3%,0.3%
ELG1 genotoxic,-2%,x,0%,u
PTAP TSG101 blk,1%,-6%,-3%,-1%
Integrin act MD,-16%,-20%,-13%,0%
p53 reactivation,3%,x,3%,21%
BRCA1 expr act,-28%,-5%,0%&27%,86%

Grouped by structure: the entries above with a Cl atom (3)
13. CCC1CCCCN1CCCNC(=O)CNC(=O)c1nn(-c2ccc(OC)c(Cl)c2)c(=O)c2ccccc12 (stereo not given)
26. O=C(Cc1c(F)cccc1Cl)NNC(=O)c1ccccc1Cl
31. O=C(CSc1nc2c([nH]c3ccccc32)c(=O)n1-c1cccc(Cl)c1)N1CCOCC1
assay / entry,13,26,31
TRPV1 agonist,0,0,-2
USP2a inh,0%,1%,2%
uPA generation,-3%,6%,-1%
Eya2 inh,14%,3%,-18%
S-ASM inh,4%,-1%,16%
B2AR arrestin,-0.5%,0.3%,0.2%
ELG1 genotoxic,-1%,0%,14%
PTAP TSG101 blk,-5%,-5%,-6%
Integrin act MD,-46%[inhibitor],-42%,-13%
p53 reactivation,-9%,-2%,-15%
BRCA1 expr act,-53%,3%,0%&-41%

Screens: PubChem, National Center for Advancing Translational Sciences (NCATS)
